# tim23-1 inh: growth inhibitors of tim23-1 mutant yeast; S. cerevisiae tim23-1 growth, BacTiter-Glo luminescence, 24 h; inhibition, % at 20 µM; 1.3% of 330,000 active; AID 463212;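 active = growth inhibition of the mutant yeast at or above 50%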;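 note: temperature-sensitive mutant grown at 25 °C; plate controls were DMSO-treated mutant yeast for no effect and medium wells lacking yeast for full effect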
# APJ ag: agonists of human APJ apelin receptor | P35414 | 0.11% of 330,000 active | CHO-K1 APJ PathHunter beta-arrestin, luminescence; 0% DMSO wells, 100% apelin | activation, % at 20 µM | AID 2520;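 active = activation more than six SD over the plate average, tested at 20 µM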;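 note: 0% = DMSO alone and 100% = apelin-13 at 10 nM; some results filed as inactive read as strong as hits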
# Target sequence (P35414 whole entry, looked up): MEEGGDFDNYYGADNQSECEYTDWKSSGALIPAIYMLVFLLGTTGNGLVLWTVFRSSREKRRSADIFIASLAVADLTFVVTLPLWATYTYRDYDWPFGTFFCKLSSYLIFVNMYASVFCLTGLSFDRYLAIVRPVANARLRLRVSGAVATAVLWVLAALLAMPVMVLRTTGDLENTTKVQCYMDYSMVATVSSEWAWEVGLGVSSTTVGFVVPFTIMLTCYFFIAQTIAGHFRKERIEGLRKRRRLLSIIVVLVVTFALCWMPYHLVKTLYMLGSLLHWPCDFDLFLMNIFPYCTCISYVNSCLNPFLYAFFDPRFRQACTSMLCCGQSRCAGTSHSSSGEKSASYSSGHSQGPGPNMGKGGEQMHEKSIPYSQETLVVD
#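 Incubation: overnight seeding, 90 min compound at 25 °C, 1 h detection; test system: PathHunter CHO-K1 APJ (AGTRL-1) beta-arrestin reporter cells; amount: 1000 cells/well; doses: one dose, 20 µM compound, 1% DMSO; measured by: beta-gal luminescence; measure: agonist-driven arrestin binding to APJ; benchmarks: negative DMSO alone, positive Apelin-13 at 10 nM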
# CXCR6 inh: blocks human CXCR6 beta-arrestin recruitment; AID 602244; 0.36% of 360,000 active; inhibition, % at 20 µM; CHO-K1 PathHunter CXCR6 beta-arrestin, luminescence; in the data active = inhibition above about 34%, passing the limit was not always enough;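 note: antagonist mode with CXCL16 agonist at 10 nM final; 0% = 10 nM CXCL16 with DMSO and 100% = unstimulated wells without agonist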
# Target sequence (O00574 whole entry, looked up): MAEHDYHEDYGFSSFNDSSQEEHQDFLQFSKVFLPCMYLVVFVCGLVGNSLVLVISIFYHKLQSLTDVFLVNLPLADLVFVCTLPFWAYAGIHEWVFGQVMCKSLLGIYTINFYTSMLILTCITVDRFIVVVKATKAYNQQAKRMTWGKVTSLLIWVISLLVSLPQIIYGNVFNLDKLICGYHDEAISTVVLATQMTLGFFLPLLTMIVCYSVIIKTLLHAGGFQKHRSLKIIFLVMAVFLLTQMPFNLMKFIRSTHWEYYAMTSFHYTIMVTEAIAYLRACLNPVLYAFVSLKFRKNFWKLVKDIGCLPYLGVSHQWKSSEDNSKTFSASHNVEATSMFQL
# XBP1 UPR activ: adaptive UPR (XBP1) activation; 0.33% of 330,000 active; activation, % at 20 µM; CHO-XBP1 luciferase reporter, IRE1-XBP1 UPR activation, luminescence; percent of tunicamycin response, DMSO as zero;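 active = versus positive control, 20 µM dose yields 30% or more activation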;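 note: 100% = tunicamycin at 10 µg/mL and 0% = DMSO only wells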
#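 Test system: CHO-XBP1 luciferase reporter cells | Buffer or medium: Serum-containing F12 medium, 10% FBS | Schedule: 6 h compound exposure at 37 °C, 5% CO2 | Detection: Steady-Glo luciferase glow luminescence, 10 min after reagent addition | Read-out basis: Activation, % of tunicamycin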
# TIM10 inh: TIM10 yeast growth inhibition; S. cerevisiae TIM10 strain growth, BacTiter-Glo luminescence, 24 h; inhibition, % at 10 µM; 1.4% of 330,000 active; AID 463195;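 active = inhibition of 40% or more at the single tested concentration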;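 note: wild-type TIM10 isogenic control strain grown at permissive 25 °C; 0% = DMSO yeast wells and 100% = minimal medium wells without yeast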
# tim10-1 inh: growth inhibitors of tim10-1 mutant yeast | 2.2% of 330,000 active | S. cerevisiae tim10-1 ts strain growth, BacTiter-Glo, 24 h | inhibition, % at 20 µM;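 active = inhibition of at least 40%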;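 note: mutant grown at 25 °C; 0% = DMSO wells with yeast and 100% = wells holding no yeast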
# Mdm2 MdmX PPI: inhibitors of human Mdm2/MdmX interaction. 3% of 330,000 active. AID 485346. inhibition, % at 8 µM. SaOS-2 split-luciferase Mdm2/MdmX complementation, luminescence. O15151+Q00987;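 active = inhibition of at least 50% at 8 µM in the primary screen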
# APJ antag: APJ receptor antagonism. P35414. CHO-K1 APJ beta-arrestin complementation, luminescence. inhibition, % at 20 µM. 0.32% of 330,000 active;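 active = inhibition above about 40% at 20 µM, limit read from the data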;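 note: cells challenged with 10 nM apelin-13 agonist together with compound; plate controls were apelin-13 plus DMSO wells for no effect and DMSO wells lacking apelin-13 for full effect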
# CHOP UPR activ: activators of apoptotic arm of unfolded protein response (CHOP); CHO-CHOP luciferase reporter, UPR activation, luminescence; percent of tunicamycin response over DMSO baseline; activation, % at 10 µM; 0.34% of 330,000 active; AID 449763;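 active = at 10 µM dose, activation of 40% or more, normalized to positive control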;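 note: 100% = tunicamycin at 10 µg/mL and 0% = DMSO alone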
#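 Material: CHO-CHOP cells, stable luciferase reporter of PERK-eIF2a-CHOP signalling; quantity: 500 reporter cells seeded per well; buffer or medium: F12 medium containing 10% fetal bovine serum; compound: one dose, 10 µM in 0.5% DMSO; incubation: 6 h compound treatment, 37 °C; measured by: Steady-Glo luciferase luminescence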
# An asterisk follows results filed as active; · = not tested or not shown. These rows are one share of the data; rates above refer to the full screens.
SMILES,tim23-1 inh,APJ ag,CXCR6 inh,XBP1 UPR activ,TIM10 inh,tim10-1 inh,Mdm2 MdmX PPI,APJ antag,CHOP UPR activ
COc1ccccc1Nc1nc(N2CCCC2)nc(N2CCOCC2)n1,6,-6,-5,1,6,-27,36,17,0.4
O=C(c1cc2ccccc2c(=O)o1)N1CCCC1,2,-1,·,-1,-6,-5,17,9,0.5
O=c1[nH]c(CN2CCN(c3ncccn3)CC2)nc2c(Br)cc(Br)cc12,40,-5,5,-2,9,-10,27,-3,0.6
COc1ccc(NC(=O)C(c2ccc(C)cc2)N(C)C(=O)CNC(C)=O)cc1 (configuration not stated),12,4,-3,-2,3,6,-1,8,-0.1
CC1CCCCN1C(=O)COC(=O)C1CCN(S(=O)(=O)c2c(Cl)cccc2Cl)CC1 (configuration not stated),14,-4,-6,-2,-11,6,18,9,-1.1
O=C(CSc1nnc(-c2ccncc2)o1)Oc1ccccc1,7,-4,2,1,7,14,39,2,1.2
CC(=O)c1c(C)oc2ccc(NS(=O)(=O)c3ccc(O)c(C(=O)O)c3)cc12,-4,-3,0,2,-5,4,10,-1,1.0
CC(C)(O)C#Cc1ccc(C(=O)NCc2ccccc2F)cc1,11,-1,-7,-1,-16,9,-6,-1,3.9
CC1CCN(CC(O)COc2cccc(F)c2)CC1 (configuration not stated),5,-6,4,-5,6,3,24,11,-1.4
COCCN(C(=O)CSc1nnc(-c2cccc(F)c2)n1N)c1c(N)n(CC(C)C)c(=O)[nH]c1=O,2,-6,-5,-4,1,-8,7,7,0.6
O=C(CN1C(=O)COCC1=O)N1CCOCC1,10,-3,-8,1,4,3,-13,5,-0.9
COc1ccccc1C(=O)Nc1ccc(N2CCN(C(C)=O)CC2)cc1,2,-3,-8,3,11,5,39,7,1.0
Cc1ccc(NC(=O)c2ccc(OCC3CCCO3)cc2)nc1 (configuration not stated),7,-1,-1,-3,-1,-2,-93,25,0.5
COC(=O)CSC1=C(C#N)C(c2ccc3c(c2)OCO3)C2=C(CCCC2=O)N1 (configuration not stated),31,5,6,-4,6,26,11,6,0.5
COc1ccc2nc(NC(=O)c3ccc(F)cc3)sc2c1,12,-4,0,2,-8,11,11,4,6.5
COc1ccc(CNC(=O)C(C)Cc2ccccc2)cc1O (configuration not stated),3,5,0,3,-10,3,-33,14,-0.2
CC1CN(C2CCN(C(=O)COc3ccccc3)CC2)CC(C)O1 (configuration not stated),16,-1,-2,1,-5,-9,17,9,-1.9
CC(C)(C)OC(=O)NC(=NCCCc1cn(CC(=O)N2CCN(C(=O)OC(C)(C)C)CC2)nn1)NC(=O)OC(C)(C)C,0,-1,-3,0,-5,3,-12,16,0.1
CCOC(=O)C1=CNS(=O)(=O)NC1c1ccc(C[C@H](NC(=O)CNC(=O)CCc2ccccc2)C(N)=O)cc1 (some centres not stated),11,·,-3,0,-7,-3,-8,·,1.3
COc1ccc(C(=O)N2CCN(S(=O)(=O)c3cc(Cl)ccc3OC)CC2)cc1,22,1,1,1,13,19,-3,15,-0.2

# Three of the entries above in order of the XBP1 UPR activ value, high to low.
SMILES	CXCR6 inh	XBP1 UPR activ	Mdm2 MdmX PPI	APJ antag
COc1ccccc1C(=O)Nc1ccc(N2CCN(C(C)=O)CC2)cc1	-8	3	39	7
COc1ccc(C(=O)N2CCN(S(=O)(=O)c3cc(Cl)ccc3OC)CC2)cc1	1	1	-3	15
CC(C)(C)OC(=O)NC(=NCCCc1cn(CC(=O)N2CCN(C(=O)OC(C)(C)C)CC2)nn1)NC(=O)OC(C)(C)C	-3	0	-12	16

# Additional records follow:
SMILES,tim23-1 inh,APJ ag,CXCR6 inh,XBP1 UPR activ,TIM10 inh,tim10-1 inh,Mdm2 MdmX PPI,APJ antag,CHOP UPR activ
COc1ccc(-n2c(=O)cc(N3CCN(c4ccccc4F)CC3)[nH]c2=O)cc1,-5,-2,2,0,-3,-1,-21,16,1.9
C=CCN1C(=O)C2C3CC(=O)C(c4ccccc43)C2C1=O (configuration not stated),-6,-3,-4,-3,2,-6,16,-5,0.0
COc1cc(OC)cc(C(=O)NC(C)c2ccc(Br)cc2)c1 (configuration not stated),17,-1,-6,-2,6,18,2,6,0.0
CN1C(=O)CC(c2ccccc2)CC1=O,3,-6,-3,-4,2,6,-10,-50,0.0
CCOC(=O)c1c(C)[nH]c(C(=O)OCC(=O)NCCc2ccc(OCC)c(OCC)c2)c1C,-4,4,1,-2,-1,-5,14,9,1.0
Cc1cc(C)c(NC(=O)c2ccc3c(c2)NC(=O)C(C)S3)c(C)c1 (configuration not stated),27,-2,13,-2,-4,15,31,-45,-1.3
COc1ccc(C2=NOC(C(=O)Nc3cc(C)on3)C2)cc1OC (configuration not stated),10,-1,8,-2,-1,-22,-2,4,-0.2
Cc1ccc2nc(N3CCN(Cc4ccc(F)cc4)C3=O)c(C)cc2c1,3,3,-2,-1,46*,22,-23,3,8.9
Cc1nnn(C23C[C@@H]4C[C@@H](CC(C(=O)N5CCN(c6ccccc6)CC5)(C4)C2)C3)n1,22,-1,1,-1,5,4,12,18,0.0
CC1(C)CC(=O)C(C=NCC(O)c2ccccc2)=C(O)C1 (configuration not stated),1,-3,-12,-1,-8,-3,-16,5,-2.2
Brc1ccc(/C=N/c2nc3ccccc3n2CCN2CCOCC2)cc1,28,1,-2,1,17,24,-13,-3,1.1
O=C(NCc1cccnc1)C1CCCN(S(=O)(=O)c2ccc(Cl)cc2)C1 (configuration not stated),12,1,-4,-3,10,15,-16,-4,0.3
CN(CC(=O)Nc1ccncc1)S(=O)(=O)c1ccc(Br)cc1,3,-3,-2,-2,-4,16,24,-10,-0.1
CCOC(=O)N1CCN(CCC(=O)Nc2cc(OC)cc(OC)c2)CC1,10,-2,6,-6,1,-1,9,14,0.4
COc1ccccc1CNC(=O)c1cc(S(=O)(=O)N2CCCC2)cn1C,10,0,0,1,2,4,17,15,2.9
O=C(Nc1cccnc1)C1(c2ccccc2)CCCC1,5,0,-5,-1,3,20,7,0,-1.5
CCOC(=O)C(Sc1nn(C)c(=S)s1)C(C)=O (configuration not stated),16,-2,-4,1,0,12,-15,14,4.0
CCOc1ccc(N(CC(=O)N/N=C(\C)c2cccc(NC(C)=O)c2)S(=O)(=O)c2ccccc2)cc1,-3,1,10,-7,-11,8,-9,-8,1.8
Cc1cc(NCc2ccc(F)cc2Cl)n2nnnc2n1,2,-6,-12,-1,-10,-4,10,5,-3.0
COc1ccc(CNC(=O)c2cc3c(=O)[nH]c4ccccc4c3n2C)cc1,8,-3,-1,1,2,-1,8,-7,1.4
CCOc1ccc(Oc2c(C)oc3cc(O)ccc3c2=O)cc1,28,-2,6,-5,13,15,19,2,1.9
CN1CCN(S(=O)(=O)c2ccc(Sc3nc4ccccc4[nH]3)c3nsnc23)CC1,-4,-3,0,1,-12,-9,-3,3,-0.4
CCN1CCN(C(=O)C(C)Sc2nnc3nc(C)cc(C)n23)CC1 (configuration not stated),-18,-3,-2,-1,0,-21,21,0,-0.7
NC1=Nc2cccc3cccc1c23,12,8,-20,0,13,17,-36,-40,0.7
COCCCN(CCC#N)C(=O)c1c(-c2c(Cl)cccc2Cl)noc1C,9,-3,-6,-2,17,14,-12,0,-1.1
O=C(Nc1nc2c(Cl)c(Cl)ccc2s1)C1CC1,1,-2,-13,7,19,11,18,-2,2.3
COc1ncc(-c2ccc3c(c2)S(=O)(=O)c2cccc(C(=O)O)c2C3=O)cn1,-3,-4,-4,0,1,4,13,5,-0.1
Cc1ccc(C)c(N2CCN(C(=O)CCCOc3cc(=O)n(C)c4ccccc34)CC2)c1,34,0,-5,12,21,17,6,-3,3.4
CCCCn1c(N)c(N2CCOCC2)c(=O)n(CC(=O)NC(C)c2ccccc2)c1=O (configuration not stated),9,-3,-3,-2,-10,2,23,-10,-2.0
COc1ccc(-c2cn3cccnc3n2)cc1Br,38,3,-21,6,46*,-1,-19,-28,6.3
Cc1ccc(OCC(=O)N/N=C\c2ccncc2)c(C)c1,-5,-2,1,-2,4,7,17,-13,-1.3
CCN(CC)S(=O)(=O)c1ccc(NC(=O)C2CCCO2)cc1 (configuration not stated),7,1,2,-4,1,7,5,13,-2.6
CC(C)CCNc1nc2c(cc1C#N)COC(C)(C)C2,15,1,-1,2,17,26,-9,18,1.4
O=C(NNC(=S)NCCCN1CCOCC1)c1ccncc1,0,-2,3,2,-8,-27,24,3,0.6
CCc1ccc(S(=O)(=O)Nc2ccc(Br)cn2)cc1,43,0,-10,-3,17,37,-7,15,1.1
O=C(C[C@H]1C[C@H](C(=O)N2CCOCC2)[C@@]2(CCC3CCCC3)c3[nH]c4cc(-c5ccco5)ccc4c3CCN2C1=O)NCc1ccco1,36,·,-2,3,-5,14,37,·,4.1
CC(=O)c1ccc(NC(=O)C(C)Oc2ccc(N(C)S(=O)(=O)c3ccc(C)cc3)cc2)cc1 (configuration not stated),7,-2,-4,-4,12,-1,-3,8,1.2
COC(=O)C(NC(=O)CCc1c(C)nc2c(c(C)nn2-c2ccccc2)c1C)C(C)C (configuration not stated),16,-1,2,-5,-2,27,13,-4,0.9
CC1(C)Cc2c(cnn2-c2cccc(F)c2)C(NC(=O)Cn2cccn2)C1 (configuration not stated),21,-6,-6,-4,16,16,32,-35,2.3
COc1ccc(CCNS(=O)(=O)CCNC(=O)c2ccccc2)cc1,0,-2,-5,-5,3,10,15,-45,0.5
COc1ccc(N2CCN(C(=O)c3cccc4nc(C)oc34)CC2)cc1,3,-5,-4,-3,0,14,-15,-21,-1.1
CCSCc1nnc(SCC(=O)Nc2nc(C)cs2)n1C,22,-1,·,-2,-5,11,-13,1,-0.1
Cc1ccccc1OCCNC(=O)CSc1ccc(C(F)(F)F)cc1[N+](=O)[O-],32,-3,-2,-2,14,14,7,0,-0.3
Cn1nnnc1SCC(=O)Nc1nc2ccccc2s1,8,-2,8,5,10,-3,12,11,1.1
CCOc1ccccc1NC(=O)c1ccc(OCC)c([N+](=O)[O-])c1,15,3,2,-4,-2,13,-7,-7,2.0
O=S(=O)(c1ccc(N2CCOCC2)c(Cl)c1)N1CCOCC1,13,-3,5,-5,-11,32,7,-11,1.6
COc1ccc(N(CC(=O)N2CCc3ccccc3C2)S(=O)(=O)c2c(C)nn(C)c2C)cc1,16,-1,0,-4,17,23,9,5,0.4
O=C(O)c1ccc(NC(=O)c2ccccc2NC(=O)c2ccccc2Br)cc1,-4,0,4,-3,-9,-1,5,1,0.4
FC(F)(F)c1cccc(Cn2cnc(NC(=S)NCCc3ccccc3)n2)c1,-6,-3,-4,-3,-10,-4,5,-21,1.3
COC(=O)C1=C(C)N(CC(C)C)C(=O)C1,6,-2,-8,-4,-5,7,15,-4,-2.1
